GPR151 ag: activators of human GPR151 | 1% of 650,000 active | activation, % at 11.2 µM | PathHunter beta-arrestin GPR151 cells, luminescence | AID 1508602; in the data active means activation above about 4.9%;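 further: 0% = median of compound wells and 100% = cells with positive control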
Target sequence (Q8TDV0 whole entry, looked up): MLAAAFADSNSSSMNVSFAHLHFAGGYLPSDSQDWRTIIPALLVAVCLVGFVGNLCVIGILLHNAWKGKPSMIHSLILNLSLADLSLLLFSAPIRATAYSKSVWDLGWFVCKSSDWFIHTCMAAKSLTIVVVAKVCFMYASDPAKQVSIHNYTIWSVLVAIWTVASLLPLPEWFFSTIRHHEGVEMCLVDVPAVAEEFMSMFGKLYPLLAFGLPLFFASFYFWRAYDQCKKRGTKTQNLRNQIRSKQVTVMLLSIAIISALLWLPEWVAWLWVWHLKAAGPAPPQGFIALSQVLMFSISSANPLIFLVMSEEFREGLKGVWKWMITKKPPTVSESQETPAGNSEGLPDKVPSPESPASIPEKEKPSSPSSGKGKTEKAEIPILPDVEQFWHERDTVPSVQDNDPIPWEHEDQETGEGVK
FBW7 activator: human FBW7 E3 ligase activation, primary screen; normalized activity (activation), % at 26.1 µM; AID 1259310; 0.13% of 650,000 active; Q969H0; AlphaScreen FBW7–phospho-cyclin E peptide binding, activator screen; in the data active means normalized activity above about 1.9%;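 further: purified mutant Fbw7 with reduced substrate affinity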
Target sequence (Q969H0 whole entry, looked up): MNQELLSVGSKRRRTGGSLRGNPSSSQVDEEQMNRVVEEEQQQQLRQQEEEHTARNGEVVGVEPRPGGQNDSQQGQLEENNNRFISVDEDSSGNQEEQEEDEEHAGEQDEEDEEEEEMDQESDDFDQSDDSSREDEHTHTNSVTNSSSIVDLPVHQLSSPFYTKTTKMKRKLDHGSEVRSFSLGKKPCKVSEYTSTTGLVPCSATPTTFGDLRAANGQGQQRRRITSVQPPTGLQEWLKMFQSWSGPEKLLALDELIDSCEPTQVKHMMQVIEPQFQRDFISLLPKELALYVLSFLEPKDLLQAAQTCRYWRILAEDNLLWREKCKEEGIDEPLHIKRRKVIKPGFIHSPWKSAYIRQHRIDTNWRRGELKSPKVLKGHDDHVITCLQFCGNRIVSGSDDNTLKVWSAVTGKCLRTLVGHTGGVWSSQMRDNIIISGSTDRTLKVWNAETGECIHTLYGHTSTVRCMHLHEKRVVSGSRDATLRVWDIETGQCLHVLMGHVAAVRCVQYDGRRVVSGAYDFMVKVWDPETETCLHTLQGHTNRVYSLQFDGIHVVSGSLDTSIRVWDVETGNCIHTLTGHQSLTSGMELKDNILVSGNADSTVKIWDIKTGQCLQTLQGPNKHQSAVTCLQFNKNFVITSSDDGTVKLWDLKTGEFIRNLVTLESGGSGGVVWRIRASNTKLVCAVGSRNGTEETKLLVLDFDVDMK
TEAD-YAP block: TEAD-YAP interaction inhibition; 1.4% of 640,000 active; inhibition, % at 9.12 µM; HEK-TIYL cells, TEAD-Gal4/YAP UAS-luciferase luminescence; AID 1259422; in the data active means inhibition above about 32%;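 further: 0% = median of test compound wells and 100% = reference inhibitor wells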
MITF inh: inhibitors of human MITF | O75030 | AlphaScreen MITF homodimerization, bead proximity signal | inhibition, % at 2.6 µM | 0.91% of 650,000 active | AID 1259374; in the data active means inhibition above about 50%;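 further: 0% = vehicle wells with protein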
Numbers without * were called inactive.

The first 21 records, to show the layout:
SMILES	GPR151 ag	FBW7 activator	TEAD-YAP block	MITF inh
Cc1ccc(-c2nc(N)sc2-c2ccc([N+](=O)[O-])cc2)cc1	1.0	0.0	37*	11
COc1cc(OC)cc(C(=O)N(CCCN(C)C)c2nc3c(C)cccc3s2)c1	-0.2	0.0	1	3
Brc1ccc(-c2nc(-c3ccc(Br)cc3)c(-c3ccccc3Br)[nH]2)cc1	0.3	0.1	-6	8
COC(=O)c1ccccc1Oc1ccc(NC(=O)c2ccco2)cc1	-1.4	0.2	-16	-2
Cc1nnc(NC(=O)c2cc(S(=O)(=O)N3CCOCC3)ccc2Cl)s1	-1.8	0.3	0	-7
COCCNC(=O)Nc1ccc(F)cc1	-0.9	-0.1	-7	-9
COc1ccc(N/C(=N/c2nc(C)cc(C)n2)NC(=O)C(F)(F)F)cc1	-0.4	0.0	1	5
O=[N+]([O-])c1ccc(N2CCN(CCO)CC2)cc1NCc1ccccc1	1.6	-0.1	-6	-13
O=C(COc1ccc(Br)cc1Cl)NC1CCN(Cc2ccccc2)CC1	0.2	-0.4	0	-14
COCCCN1C(=O)C(=O)/C(=C(\O)c2ccc(C)cc2)C1c1ccc(N(C)C)cc1 (configuration not stated)	-0.3	0.1	4	-7
O=C(NCc1cccc(C(F)(F)F)c1)c1csc(-c2csc3ccccc23)n1	2.1	0.0	7	-1
COc1ccccc1NC(=S)NNc1ccccc1[N+](=O)[O-]	-1.9	-0.1	-4	30
CC(C)c1ccc(N2C(=O)NC(=O)/C(=C/c3cccc([N+](=O)[O-])c3)C2=O)cc1	2.7	-0.1	4	-19
O=C(CSc1nc(=O)n(Cc2ccco2)c2c1CCCC2)Nc1ccc2c(c1)OCCO2	1.2	-0.2	2	4
O=C(COC(=O)COc1ccccc1)Nc1cc([N+](=O)[O-])ccc1F	-1.3	0.1	4	0
Cc1ccc(NC(=S)NC(=O)c2ccco2)c(O)c1	-1.4	-0.1	-26	-3
O=C1/C(=C/c2cc(I)c(O)c([N+](=O)[O-])c2)SC(=Nc2ccccc2)N1C1CCCCC1	0.1	0.1	4	-38
Cc1nc2sc(C(c3cccc(F)c3)N3CCN(CCO)CC3)c(O)n2n1 (configuration not stated)	-0.1	0.0	5	-2
Nc1cccc(-c2nc3cc(Cl)cc(Cl)c3o2)c1	3.3	-0.1	-40	-6
OCc1ccccc1-c1cnc2c(NCc3ccc(F)cc3)nccn12	-0.2	0.0	5	8
Cc1nc2ccccc2c2oc(C(=O)N3CCC4(CC3)OCCO4)cc12	-0.6	0.0	1	8

Results, previewed entries included:
SMILES	GPR151 ag	FBW7 activator	TEAD-YAP block	MITF inh
Cc1ccc(-c2nc(N)sc2-c2ccc([N+](=O)[O-])cc2)cc1	1.0	0.0	37*	11
COc1cc(OC)cc(C(=O)N(CCCN(C)C)c2nc3c(C)cccc3s2)c1	-0.2	0.0	1	3
Brc1ccc(-c2nc(-c3ccc(Br)cc3)c(-c3ccccc3Br)[nH]2)cc1	0.3	0.1	-6	8
COC(=O)c1ccccc1Oc1ccc(NC(=O)c2ccco2)cc1	-1.4	0.2	-16	-2
Cc1nnc(NC(=O)c2cc(S(=O)(=O)N3CCOCC3)ccc2Cl)s1	-1.8	0.3	0	-7
COCCNC(=O)Nc1ccc(F)cc1	-0.9	-0.1	-7	-9
COc1ccc(N/C(=N/c2nc(C)cc(C)n2)NC(=O)C(F)(F)F)cc1	-0.4	0.0	1	5
O=[N+]([O-])c1ccc(N2CCN(CCO)CC2)cc1NCc1ccccc1	1.6	-0.1	-6	-13
O=C(COc1ccc(Br)cc1Cl)NC1CCN(Cc2ccccc2)CC1	0.2	-0.4	0	-14
COCCCN1C(=O)C(=O)/C(=C(\O)c2ccc(C)cc2)C1c1ccc(N(C)C)cc1 (configuration not stated)	-0.3	0.1	4	-7
O=C(NCc1cccc(C(F)(F)F)c1)c1csc(-c2csc3ccccc23)n1	2.1	0.0	7	-1
COc1ccccc1NC(=S)NNc1ccccc1[N+](=O)[O-]	-1.9	-0.1	-4	30
CC(C)c1ccc(N2C(=O)NC(=O)/C(=C/c3cccc([N+](=O)[O-])c3)C2=O)cc1	2.7	-0.1	4	-19
O=C(CSc1nc(=O)n(Cc2ccco2)c2c1CCCC2)Nc1ccc2c(c1)OCCO2	1.2	-0.2	2	4
O=C(COC(=O)COc1ccccc1)Nc1cc([N+](=O)[O-])ccc1F	-1.3	0.1	4	0
Cc1ccc(NC(=S)NC(=O)c2ccco2)c(O)c1	-1.4	-0.1	-26	-3
O=C1/C(=C/c2cc(I)c(O)c([N+](=O)[O-])c2)SC(=Nc2ccccc2)N1C1CCCCC1	0.1	0.1	4	-38
Cc1nc2sc(C(c3cccc(F)c3)N3CCN(CCO)CC3)c(O)n2n1 (configuration not stated)	-0.1	0.0	5	-2
Nc1cccc(-c2nc3cc(Cl)cc(Cl)c3o2)c1	3.3	-0.1	-40	-6
OCc1ccccc1-c1cnc2c(NCc3ccc(F)cc3)nccn12	-0.2	0.0	5	8
Cc1nc2ccccc2c2oc(C(=O)N3CCC4(CC3)OCCO4)cc12	-0.6	0.0	1	8
O=C(Nc1ccc(F)cc1)c1cccc(N2C(=O)C3CCCCC3C2=O)c1 (configuration not stated)	0.7	0.2	-1	3
Cc1c(Cl)cccc1NC(=O)CSc1cccc[n+]1[O-]	0.1	0.2	18	10
O=C(NCC1(c2cccs2)CCOCC1)NC1CC1	0.1	0.0	15	0
C#CC(C)(C)NS(=O)(=O)c1cc(-c2nnc(Nc3cccc(C)c3)c3ccccc23)ccc1C	1.5	0.0	4	15
CCOC(=O)c1c(NC(=O)CC)sc2c1CCC/C2=N\O	1.4	0.1	-6	8
Cc1ccccc1Cn1c(=O)c2c(ncn2C)n(C)c1=O	4.0	-0.6	3	5
CCCOc1cn(-c2ccc(F)cc2)nc1C(=O)NCCCn1ccnc1	-0.4	-0.1	-1	8
CCOC(=O)c1cnc2c(C)cc(C)cc2c1Nc1cc(Cl)ccc1OC	0.3	0.0	2	-11
COc1ccc(/C=N/Nc2nc(-c3ccc(F)cc3)cs2)cc1	3.1	0.0	-4	8
CCn1c(N2CCCC2)nc2c1c(=O)n(C)c(=O)n2C	-1.3	0.0	15	-2
COc1ccc(C2C(=O)N(C3CCCCCC3)CC(=O)N2CCc2ccc(Cl)cc2)cc1OC (configuration not stated)	3.7	0.0	-2	-4
FC1(F)C2C3C=CC(O3)C2C1(F)F (configuration not stated)	2.0	0.2	2	-2
COc1ccc(CN2CCCCC2C)cc1OC (configuration not stated)	1.6	0.0	3	-26
O=C(CN1CCC(c2ccccc2F)CC1)NC1CCCC1	0.1	0.1	1	27
CC1(C)CC(=O)C(C(=S)Nc2ccc(F)cc2)=C(NCc2ccc3c(c2)OCO3)C1	1.4	0.0	-6	13
COc1ccc(CCc2nnc(CCC(=O)N3CCSCC3)o2)cc1	-1.7	-0.1	-28	4
Cc1ccc(CN2CCN(Cc3ccccn3)CC2)cc1	-1.3	0.2	-2	68*
Cc1n[nH]c(=S)n1/N=C/c1ccc(-c2ccc(F)cc2)o1	0.3	0.6	-11	1
COCc1nnn(-c2nonc2N)c1C(=O)N/N=C(\C)c1ccc(F)cc1	1.5	0.8	10	4
CC(C)(C)CC(=O)NC(=S)NCCc1ccccc1	-0.1	0.6	-26	0
Cc1cc(C)c(NC(=O)C(=O)NCc2ccccc2C)c(C)c1	0.3	0.1	-9	6
O=S1(=O)NC(=NCCOCc2ccc(Cl)cc2)c2ccccc21	1.5	-0.1	-12	-10
CCOc1cc(-c2nc3cnccn3c2NCc2ccco2)ccc1O	0.2	0.1	-6	13
CCc1cccc2sc(N3CCN(C(=O)c4ccno4)CC3)nc12	-1.3	0.0	3	-5
COc1ccc(OCC(=O)N2c3ccccc3CCc3ccccc32)cc1	4.4	0.0	-14	7
CCCCCn1c(SCc2ccncc2)nc2cc(C(=O)N3CCCC3)ccc2c1=O	-0.4	-0.1	-9	0
O=C(CSCC(=O)Nc1ccc2nc(SCC(=O)Nc3ccccc3)sc2c1)Nc1ccc2ccccc2c1	-0.9	-0.1	0	11
CCOC(=O)c1c(C)[nH]c(C(=O)/C(C#N)=C/c2ccc3c(c2)OCO3)c1C	-1.3	0.3	-6	2
CC(CNC(=O)Cc1ccccc1)NC(=O)Cc1ccccc1 (configuration not stated)	-0.9	-0.1	9	5
CC(=O)Nc1ccc(NC(=O)Cc2ccccc2)cc1C	-0.9	0.5	-5	5
C=CCOc1ccc(/C(O)=C2/C(=O)C(=O)N(CCN(C)C)C2c2ccc(Cl)cc2)c(C)c1 (configuration not stated)	-0.3	0.2	0	20
Fc1ccc(-c2cc3nc4c(c(N5CCOCC5)n3n2)CCC4)cc1	0.7	0.5	5	6
Cc1ccccc1N1C(=O)C2CC=C(Cl)CC2C1=O (configuration not stated)	-0.7	0.3	-3	14
CCOC(=O)N1CCN(c2csc3ccc(F)cc3c2=O)CC1	0.3	0.0	-1	6
O=C(Nn1c(C2CCC2)nc2cc(Cl)ccc2c1=O)c1cccs1	-0.9	0.1	0	14
CC(=O)Nc1c(OC(C)=O)ccc2c(C)cc(=O)oc12	1.0	0.1	-3	11
O=C(O)CNC(=O)/C(=C\c1ccc(Br)cc1)NC(=O)c1ccccc1	0.4	0.3	-10	-9
COc1ccc2oc(=Nc3cccc4ccccc34)c(C(=O)NC(C)=O)cc2c1	-0.9	0.2	-5	10
COc1ccccc1C(=O)N/C(=C/c1ccc2c(c1)OCO2)C(=O)Nc1ccc(C(=O)O)cc1	-1.6	1.2	6	16
Other records:
SMILES	GPR151 ag	FBW7 activator	TEAD-YAP block	MITF inh
CSC1=C(C#N)C(c2cccs2)CC(=O)N1 (configuration not stated)	0.0	0.1	7	7
O=C(COc1ccc(Cl)cc1)N/N=C/c1cccc([N+](=O)[O-])c1O	-0.5	-0.1	-4	8
CN(C)c1nc(-c2ccccc2O)nc2ccccc12	1.1	0.2	14	-1
O=c1oc2cc(Cl)ccc2n1CNc1ccccc1	0.2	0.2	3	18
CCOC(=O)C(CC)Oc1ccc2c(=O)c(Oc3ccc(CC)cc3)coc2c1 (configuration not stated)	-1.2	-0.1	-15	-12
COCCNC(=O)c1ccccc1NC(=O)c1ccc(Br)cc1	2.0	0.0	-3	20
CC(C)n1cnc2c(NC3CCN(Cc4ccccc4)CC3)nc(-c3ccc(C(=O)N4CCN(C)CC4)cc3)nc21	1.7	0.1	58*	-1
O=C(NCCOc1ccc(F)cc1)c1cc(-c2ccco2)[nH]n1	-1.9	0.7	14	19
COc1ccc(C(C2C(=O)CC(C)(C)CC2=O)C2C(=O)CC(C)(C)CC2=O)cc1CO	0.8	-0.1	-5	2
Cc1cccc(OCC(=O)Nc2ccc(S(N)(=O)=O)cc2)c1C	0.8	-0.3	4	6
Cc1c(Cl)cc(Cl)c2nc(CCl)cc(=O)n12	0.9	0.1	-6	-7
CC(C)(C)c1ccc(C(=O)Nc2ccc(NC(=O)c3ccc([N+](=O)[O-])o3)cc2)cc1	-0.7	1.4	11	24
COc1ccc(Cl)cc1NC(=S)NCc1ccco1	-1.5	-0.1	-8	15
COC(=O)C1=C(C)NC2=C(C(=O)CC(C)(C)C2)C1c1cc2c(cc1Br)OCO2 (configuration not stated)	-0.2	0.0	-3	-8
O=C1C2C(c3ccccc3Cl)OC3(C(=O)c4ccccc4C3=O)C2C(=O)N1C1CCCCC1 (configuration not stated)	-0.6	0.2	-1	1
O=C(NC1CCCCC1)c1cn(-c2ccc(Cl)cc2)c(=O)c2ccccc12	0.0	0.1	-11	0
COc1ccc(C(=O)Nc2c3c(nn2-c2ccc(Cl)cc2)CS(=O)(=O)C3)cc1OC	-0.9	0.8	-7	19
CCOc1ccccc1-n1c(C)ccc1-c1ccccc1	0.9	-0.1	-4	-6
COc1ccc(OC)c(S(=O)(=O)Nc2ccc3c(c2)n(C)c(=O)n3C)c1	-0.9	0.6	-14	16
OCc1ccccc1OCc1ccc(Br)cc1	-1.3	-0.1	-67	-2
C=CCN(CC=C)CC(O)Cn1c2ccc(Cl)cc2c2cc(Cl)ccc21 (configuration not stated)	1.5	0.1	-2	-3
Cc1cc(NC(=S)Nc2cccnc2)ccc1Br	-1.1	0.1	-6	2
CCOc1ccc(Oc2cc(NC(=O)c3cnn4c3NC(c3cccs3)CC4C(F)(F)F)cc([N+](=O)[O-])c2)cc1 (configuration not stated)	-0.1	0.1	-15	5
CCN(CC)C(=O)Cn1c(=O)n(-c2ccccc2)c(=O)n1CC(=O)N(CC)CC	2.7	0.0	3	-2
CC(C)(C)C(=O)Nc1c2c(nn1-c1ccc(F)cc1)CS(=O)(=O)C2	0.5	-0.1	4	6
O=C(NC1=NCCS1)c1nc(-c2ccccc2)n(-c2ccccc2)n1	-0.1	-0.1	-6	2
Cc1cccc(-c2cn[nH]c2C2CCN(Cc3cnn(C)c3)CC2)c1	-0.1	0.0	1	-3
O=[N+]([O-])c1ccc(CN2CCC3(C=Cc4ccccc43)CC2)o1	0.9	0.0	0	38
Cc1ccccc1N1C(=O)CC(Sc2ncccc2C(=O)O)C1=O (configuration not stated)	-0.6	0.3	8	14
COc1cc2nc(-c3c(C)noc3C)nc(NCc3nc4ccccc4[nH]3)c2cc1OC	-1.0	0.0	-5	5
CCOc1ccccc1NC(=O)c1cccc([N+](=O)[O-])c1	0.8	0.0	-1	7
O=C(CC1C(=O)NCCN1Cc1ccc(-c2ccccc2)cc1)NCCn1cccn1 (configuration not stated)	3.2	0.0	5	0
COc1cccc2cc(C(=O)Nc3cccc(C)c3)c(=N)oc12	-1.0	0.8	-40	-1
C=CCNC(=O)/C(=C\c1cccc2ccccc12)NC(=O)c1ccccc1	0.8	0.0	9	6
Cc1csc(NC(=O)C(c2ccccc2)N2Cc3ccccc3C2=O)n1 (configuration not stated)	-0.1	-0.2	-1	-3

From PubChem BioAssay
